ERG-DNA inh = qHTS for Small Molecule Inhibitors of the ERG Ets/DNA interaction; Transcriptional regulator ERG (Homo sapiens), P11308; fluorescence polarization, His-ERG Ets domain / labelled DNA; Potency, µM (highest dose often 76.9 µM), without a hit: at the highest dose FP activity, negative = inhibition, hits mostly inhibitors; 370,000 compounds, 0.028% hits; active means well fitted inhibition curve with a large enough effect in the polarisation, with a control signal flat; inconclusive means small, poorly fitted or top-dose-only effect, or effect the other way, or a change in a side signal; inactive means no such curve, though single readings can be large or run the other way; the % refers to the polarisation;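 further: polarization taken with two DNA probes labelled with fluorescein and Texas red; potency means the concentration at half of the fitted maximal effect; % of control where 0% means no effect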
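His-tagged ERG Ets domain (1 uM in the protein solution; 300mM KCl, 50mM Tris-HCl, 1mM EDTA, 1mM DTT, pH 7.5) received compound, then a probe mix of 5 nM fluorescein-DNA and 100nM Texas-615-DNA. Fluorescence polarization was read for both dyes.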
Pol eta inh = qHTS for Inhibitors of Polymerase Eta. DNA polymerase eta (Homo sapiens), Q9Y253. recombinant Pol eta, fluorescent DNA replication assay. Potency, µM (titrated, usually from 114 µM), for the others: top-dose activity change, negative = inhibition, most hits filed as inhibitors. 390,000 compounds, 1.2% hits. AID 588591, 2011; further: potency means the concentration at half of the fitted maximal effect; on the % scale 0 is the no-effect control and ±100 the full control effect
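Pol eta at 10 nM preincubated with compounds 15 min at room temperature; reaction started with fluorescent substrate (50 nM final) and read kinetically at 0 and 10 min.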
LDHA inh = qHTS assay for inhibitors of human lactate dehydrogenase | L-lactate dehydrogenase A chain (Homo sapiens), P00338 | purified LDHA, NADH/diaphorase-resazurin fluorescence; stronger effect = lower value | activity change, % (values are at about 110 or 230 µM) | 480,000 compounds, 0.15% hits; in the data active means activity change below about -30%; inconclusive means mostly about -25% to -30%;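 further: plate controls were DMSO wells for no effect and wells without enzyme for full effect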
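Human LDH5 at 2 nM final in Tris HCl pH 7.4 with 0.06 mM NADH and 0.2 mM pyruvate, reacted 5 minutes at room temperature. Remaining NADH coupled via diaphorase/resazurin; resorufin fluorescence read at 0 and 20 minutes, normalized to enzyme-free and DMSO wells.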
APEX1 inh = qHTS Assay for Inhibitors of the Human Apurinic/apyrimidinic Endonuclease 1 (APE1); Potency, µM (doses to about 65.8 µM), without a hit: at the top dose activity change, negative = inhibition, hits mostly inhibitors; recombinant APE1, TAMRA/BHQ-2 abasic DNA cleavage fluorescence; DNA repair nuclease/redox regulator APEX1 (Homo sapiens), P27695; AID 2517, 2012; 350,000 compounds, 0.35% hits;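 further: potency means the concentration at half of the fitted maximal effect; plate controls were vehicle for no effect and reference inhibitor for full effect; nearly all actives have a fitted effect of over 55% in size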
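0.75 nM APE1 + cpd, 15 min RT; start w/ 50 nM TAMRA/BHQ-2 THF-abasic dsDNA; kinetic fluor 525/598 nm ×3 reads @60 s; Δ(read3−read1); normalized to DMSO and NSC13755 control wells.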
12-LOX inh = Primary qHTS assay for inhibitors of human arachidonate 12S-lipoxygenase (ALOX12): Round 2; Potency, µM (top dose mostly 108 µM), for inactives: at the highest dose activity change, negative = inhibition, most hits filed as inhibitors; 580,000 compounds, 1.1% hits; Polyunsaturated fatty acid lipoxygenase ALOX12 (Homo sapiens), P18054; purified 12hLO, xylenol orange hydroperoxide absorbance; further: potency means the concentration at half of the fitted maximal effect; on the % scale 0 is the no-effect control and ±100 the full control effect
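Hydroperoxide product was detected by ferrous iron/xylenol orange as the 573 to 405 nm absorbance ratio. Arachidonic acid at 40 uM (final) was turned over for 30 min at room temperature by 150 nM human 12hLO, pH 7.0 Hepes buffer, after 15 min compound preincubation.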
POLB inh = qHTS Assay for Inhibitors of DNA Polymerase Beta | P06746 | Potency, µM (series often up to 114 µM), without a hit: at the highest dose activity change, negative = inhibition, usual class: inhibitors | Pol beta primer extension/strand displacement, fluorescence kinetic | 340,000 compounds, 1.3% hits; further: potency means the concentration at half of the fitted maximal effect; on the % scale 0 is the no-effect control and ±100 the full control effect
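Human Pol beta at 10 nM; strand-displacement substrate 50 nM final. Compound exposure 15 min at room temperature before start, reaction 10 min at room temperature.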
RGS4 inh = Inhibitors of Regulator of G Protein Signaling (RGS) 4: qHTS; Regulator of G-protein signaling 4 (Homo sapiens), P49798; Transcreener GDP fluorescence polarization, RGS4-accelerated GTP hydrolysis; Potency, µM (titrated, usually from 114 µM), inactives show at the top dose activity change, negative = inhibition, actives largely listed as inhibitors; 390,000 compounds, 0.039% hits; AID 504845, 2011; further: potency means the concentration at half of the fitted maximal effect; on the % scale 0 is the no-effect control and ±100 the full control effect; nearly all actives have a fitted effect of over 75% in size; some results filed as inactive show a strong effect at the top dose
Target sequence (P49798 whole entry, looked up): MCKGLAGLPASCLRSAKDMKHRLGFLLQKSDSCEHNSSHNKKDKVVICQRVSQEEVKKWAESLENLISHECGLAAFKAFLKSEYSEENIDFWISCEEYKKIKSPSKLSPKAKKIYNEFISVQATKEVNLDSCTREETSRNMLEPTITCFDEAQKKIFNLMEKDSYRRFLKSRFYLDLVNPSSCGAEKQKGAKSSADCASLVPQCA
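MLSMR compounds (23 nl, pin-transferred) preincubated 10 min at room temperature with a 500nM (2x) first reagent, then RGS4 at 900nM (2x) plus Transcreener GDP mix added; fluorescence polarization (620/688 nm) read before and after 90 min at 30 °C.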
Apoferritin bind = qHTS Assay for Identification of Novel General Anesthetics; apoferritin/1-aminoanthracene competitive binding, fluorescence; Ferritin light chain (Equus caballus), P02791; Potency, µM (doses to about 77.5 µM), without a hit: top-dose activity change, negative = displacement, actives largely listed as inhibitors; 350,000 compounds, 0.074% hits; further: potency means the concentration at half of the fitted maximal effect; on the % scale 0 is the no-effect control and ±100 the full control effect; nearly all actives have a fitted effect of over 20% in size
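In PBS, apoferritin at 10 uM is loaded with 1-AMA from a 50% saturated solution. After 10 min of compound exposure at ambient temperature, reduced 535 nm fluorescence indicates probe displacement.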
Pol kappa inh = qHTS for Inhibitors of Polymerase Kappa; Potency, µM (titrated, usually from 107 µM), for inactives: top-dose activity, negative = inhibition, usual class: inhibitors; 400,000 compounds, 0.53% hits; purified Pol kappa, fluorescent DNA synthesis assay, 10 min; AID 588579, 2011; DNA polymerase kappa (Homo sapiens), Q9UBT6; further: potency means the concentration at half of the fitted maximal effect; on the % scale 0 is the no-effect control and ±100 the full control effect
Target sequence (Q9UBT6 whole entry, looked up): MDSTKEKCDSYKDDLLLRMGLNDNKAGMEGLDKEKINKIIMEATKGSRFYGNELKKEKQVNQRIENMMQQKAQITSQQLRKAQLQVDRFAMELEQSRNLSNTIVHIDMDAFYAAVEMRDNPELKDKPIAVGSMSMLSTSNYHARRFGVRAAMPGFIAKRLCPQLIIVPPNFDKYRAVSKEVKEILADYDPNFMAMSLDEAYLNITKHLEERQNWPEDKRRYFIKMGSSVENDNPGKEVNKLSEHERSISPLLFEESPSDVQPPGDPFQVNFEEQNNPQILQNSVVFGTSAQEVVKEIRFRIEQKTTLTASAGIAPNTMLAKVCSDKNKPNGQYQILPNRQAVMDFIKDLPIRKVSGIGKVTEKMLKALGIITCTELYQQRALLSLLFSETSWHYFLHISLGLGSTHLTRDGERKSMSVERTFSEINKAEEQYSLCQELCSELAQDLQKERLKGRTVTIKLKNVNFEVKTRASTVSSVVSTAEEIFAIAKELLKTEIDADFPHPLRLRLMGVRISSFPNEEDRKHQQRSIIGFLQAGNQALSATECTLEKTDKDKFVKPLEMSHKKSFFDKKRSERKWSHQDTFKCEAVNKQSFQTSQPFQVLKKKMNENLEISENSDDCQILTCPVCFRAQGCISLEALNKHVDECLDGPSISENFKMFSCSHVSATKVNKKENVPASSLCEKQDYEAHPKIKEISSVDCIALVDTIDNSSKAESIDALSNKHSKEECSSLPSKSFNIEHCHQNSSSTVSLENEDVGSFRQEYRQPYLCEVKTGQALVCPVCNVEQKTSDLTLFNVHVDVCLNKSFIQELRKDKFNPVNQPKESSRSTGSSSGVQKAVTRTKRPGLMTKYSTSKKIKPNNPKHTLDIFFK
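Readout: fluorescence, taken kinetically at 0 and 10 min. Conditions: 10 nM Pol kappa, 15 min RT compound preincubation, 50 nM substrate final. Controls: enzyme-free buffer wells.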
Numbers without * were called inactive; & = joins results of further samples; [ ] = dose if it differs, or a comment. Unless noted, the call rests on the fitted dose curve; in most records, active means well fitted curve in the direction sought with a large enough effect; inconclusive means small, poorly fitted or top-dose-only effect, or another doubt; inactive means no such curve, though single readings can be large; an effect the other way counts as inactive or inconclusive.

Screening Cc1c(OCC(=O)NCc2ccccn2)ccc2c3c(c(=O)oc12)CCCC3 returned ERG-DNA inh -14.6%, Pol eta inh -10.6%, LDHA inh -5.3, APEX1 inh 1.1%, 12-LOX inh 7.1%, POLB inh 21.1%, RGS4 inh -13.3%, Apoferritin bind -4.7% and Pol kappa inh 2.3%.
For Cc1ccc(S(=O)(=O)N2CCCCC2)cc1NC(=O)c1ccc(Br)o1 the results were ERG-DNA inh -3.1%, Pol eta inh -7.0%, LDHA inh -15.6, APEX1 inh 3.9%, 12-LOX inh 2.2%, RGS4 inh 14.4% and Pol kappa inh -6.5%.
For CNC(=O)C1CCC(Cn2c(=O)c3sccc3n(CC(=O)Nc3ccc(C)c(F)c3)c2=O)CC1 (stereo not given) the results were ERG-DNA inh -3.5%, Pol eta inh -5.7%, LDHA inh -16.8, 12-LOX inh -1.2%, POLB inh 39.4%, RGS4 inh -25.1%, Apoferritin bind -13.2% and Pol kappa inh -1.7%.
`CCCc1nc2c(s1)CCc1onc(-c3ccc(OC)cc3)c1-2` gave ERG-DNA inh 2.5%, Pol eta inh -10.2%, LDHA inh 1.6, 12-LOX inh inconclusive, RGS4 inh -42.8% and Pol kappa inh 6.9%.
`CC(C)=N/N=c1\scc(C)n1Cc1ccco1` gave ERG-DNA inh -3.7%, Pol eta inh -4.1%, LDHA inh 0.7, APEX1 inh -2.5%, 12-LOX inh 2.9%, POLB inh 24.6%, RGS4 inh -0.5%, Apoferritin bind -19.7% and Pol kappa inh -8.5%.
CC1=CCC2C(=O)N(c3ccc(Br)cc3C)C(=O)C2C1 (stereo not given) was read as ERG-DNA inh 0.9%, Pol eta inh -7.5%, LDHA inh 0.3, APEX1 inh 1.2%, 12-LOX inh 0.0%, POLB inh -19.8%, RGS4 inh -8.0%, Apoferritin bind inconclusive and Pol kappa inh -1.7%.
CCOC(=O)CN1C(=O)C(C)(C)Oc2ccc(C(=O)Nc3ccccc3)cc21 was read as ERG-DNA inh -4.1%, Pol eta inh -6.1%, LDHA inh -10.7, APEX1 inh 12.5%, 12-LOX inh -22.4%, POLB inh 3.3%, RGS4 inh 15.2%, Apoferritin bind -17.6% and Pol kappa inh -4.7%.
For Cc1ccc(C)c(S(=O)(=O)N2CCN(C(=O)c3cnccn3)CC2)c1 the results were ERG-DNA inh -4.5%, Pol eta inh -19.7%, LDHA inh -3.2, APEX1 inh -0.9%, 12-LOX inh 1.6%, POLB inh 15.1%, RGS4 inh -14.5%, Apoferritin bind -6.2% and Pol kappa inh -13.0%.
`CC(Oc1ccc2ccc(=O)oc2c1)C(=O)NC1CC(C)(C)NC(C)(C)C1` (stereo not given) gave ERG-DNA inh 5.0%, Pol eta inh -10.0%, LDHA inh -5.1&-5.6, APEX1 inh 7.0%, 12-LOX inh -7.1%&8.6%, POLB inh 54.1%, RGS4 inh 5.2%[56.9 µM], Apoferritin bind -2.7% and Pol kappa inh -0.1%.
`CCCN(CCC)CCCn1c(=O)[nH]c2ccccc21` gave ERG-DNA inh 2.1%, Pol eta inh -24.0%, LDHA inh -1.7, APEX1 inh 1.2%, 12-LOX inh -48.3%, POLB inh 18.0%, RGS4 inh -1.3%, Apoferritin bind -2.0% and Pol kappa inh 2.6%.
For COCCn1c(SCCCC(=O)c2ccc(Br)cc2)nnc1-c1ccncc1 the results were ERG-DNA inh 2.0%, Pol eta inh 0.6%, LDHA inh -6.2, APEX1 inh -1.5%, 12-LOX inh 9.0%, POLB inh 3.3%, RGS4 inh -6.2%, Apoferritin bind -15.8% and Pol kappa inh -0.7%.
Screening O=C(O)/C(=C\c1cccc(F)c1)c1ccc(S(=O)(=O)N2CCCCC2)s1 returned ERG-DNA inh -0.5%, Pol eta inh inconclusive, LDHA inh 0.3, APEX1 inh -2.0%, 12-LOX inh -25.5%, POLB inh 22.4µM*, RGS4 inh -8.7%, Apoferritin bind -6.8% and Pol kappa inh -19.8%.
Screening Cn1c(CNC(=O)c2ccccc2F)nnc1SCc1ccc(F)cc1 returned ERG-DNA inh 5.9%, Pol eta inh -8.5%, LDHA inh -9.4, APEX1 inh 8.5%, 12-LOX inh -8.2%, POLB inh 40.2%, RGS4 inh 6.2%, Apoferritin bind 8.5% and Pol kappa inh -4.6%.
`Cc1ccccc1NC(=S)N/N=C/C(C)c1ccccc1` (stereo not given) gave ERG-DNA inh -4.7%, Pol eta inh -14.8%, LDHA inh 2.8, APEX1 inh -3.3%, 12-LOX inh inconclusive, POLB inh -17.3%, RGS4 inh -28.1%, Apoferritin bind -22.6% and Pol kappa inh 5.6%.
For COc1cccc(C(=O)Oc2cc3c4c(c2)C(C)=CC(C)(C)N4C(=O)C3=O)c1 the results were Pol eta inh -11.6%, LDHA inh 1.3, APEX1 inh -3.6%, 12-LOX inh -17.9%, POLB inh -6.5%, RGS4 inh inconclusive, Apoferritin bind inconclusive and Pol kappa inh -6.4%.
`CCOc1ccc2nc(NC(=O)COc3ccc(N(C)S(=O)(=O)c4ccc(C)cc4)cc3)sc2c1` gave ERG-DNA inh -15.8%, Pol eta inh -0.8%, LDHA inh -8.0, APEX1 inh -3.7%, 12-LOX inh -3.4%, POLB inh -22.4%, RGS4 inh 10.5%, Apoferritin bind 6.0% and Pol kappa inh -5.7%.
For COc1cc(OC)c(-c2nn3c(C4CCCCC4)nnc3s2)cc1OC the results were ERG-DNA inh 7.2%, Pol eta inh -16.0%, LDHA inh 11.3, APEX1 inh -5.3%, 12-LOX inh inconclusive, POLB inh -23.9%, RGS4 inh inconclusive, Apoferritin bind -10.5% and Pol kappa inh 1.6%.
O=C(c1cc(-c2cccc(Cl)c2)on1)N1CCCCC1 was read as ERG-DNA inh -1.6%, Pol eta inh -12.3%, LDHA inh -4.1, 12-LOX inh -10.4%, POLB inh 1.0%, RGS4 inh 1.9%, Apoferritin bind 9.2% and Pol kappa inh -16.9%.
For O=C(CSc1ccc(-c2ccco2)nn1)NCCc1ccccc1 the results were ERG-DNA inh 11.7%, Pol eta inh -1.9%, LDHA inh 1.0, APEX1 inh inconclusive, 12-LOX inh -10.5%, POLB inh -27.6%, RGS4 inh -38.4%, Apoferritin bind -7.8% and Pol kappa inh -19.9%.
For CCCCCCC1(C)NC(=S)N(c2ccccc2)N1 (stereo not given) the results were ERG-DNA inh 6.5%, Pol eta inh -28.3%, LDHA inh -2.7, APEX1 inh -3.5%, 12-LOX inh inconclusive, POLB inh 10.4%, RGS4 inh inconclusive, Apoferritin bind -8.3% and Pol kappa inh -11.9%.
CCO[C@H]1OC(C(=O)NCc2nc3ccccc3[nH]2)=C[C@@H](C)[C@@H]1CCCO was read as ERG-DNA inh -5.5%, Pol eta inh -10.6%, LDHA inh -4.4, APEX1 inh 3.5%, 12-LOX inh 8.0%, POLB inh -0.5%, RGS4 inh 29.3%, Apoferritin bind -1.5% and Pol kappa inh -7.7%.
For O=C(CCSc1nnc(-c2ccco2)o1)Nc1ccc(Cl)cc1 the results were ERG-DNA inh -1.6%, Pol eta inh -11.9%, LDHA inh -3.0, APEX1 inh 11.1%, 12-LOX inh 8.7%, POLB inh -4.1%, RGS4 inh -0.7%, Apoferritin bind -8.1% and Pol kappa inh 2.9%.
Screening Cc1ccc(CN2CC(C(=O)NC3CCCC(C)C3C)CC2=O)cc1 (stereo not given) returned ERG-DNA inh 7.6%, Pol eta inh -5.4%, LDHA inh -3.0, APEX1 inh 8.6%, 12-LOX inh -12.6%, RGS4 inh 7.0% and Pol kappa inh -6.7%.
For N[C@@H](Cn1cc(I)c(=O)n(Cc2ccc(C(=O)O)cc2)c1=O)C(=O)O the results were APEX1 inh -6.8%, 12-LOX inh inconclusive, RGS4 inh inactive and Pol kappa inh -9.5%[19.4 µM].
O=C(Nc1ccc(OC(F)(F)F)cc1)c1cc2ccccn2n1 was read as ERG-DNA inh -3.4%, Pol eta inh -7.0%, LDHA inh -3.4, 12-LOX inh -29.1%, POLB inh -15.9%, RGS4 inh 3.9%, Apoferritin bind 0.3% and Pol kappa inh -0.7%.
For Cc1cc(C)c(C#N)c(SCC(=O)c2ccc(Cl)cc2Cl)n1 the results were Pol eta inh -16.5%, LDHA inh 5.0, APEX1 inh -3.2%, 12-LOX inh -17.9%, POLB inh -13.7%, RGS4 inh -14.9%, Apoferritin bind inconclusive and Pol kappa inh -12.3%.

A portion of the library. The share of hits here may be higher or lower than overall.
